# Compound activity: PubChem BioAssay, several laboratories
# DNA FID counter = compounds displacing fluorescent DNA intercalator, primary screen, artefact control for HCV NS3 helicase inhibitor project, biochemical, FID fluorescence; inhibition, % at 7.9 µM; DNA fluorescent intercalator displacement; actives 0.17% (n = 290,000); in the data active = inhibition above about 37%;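 also: 0% = vehicle and 100% = reference compound; higher means more ethidium bromide displaced from hairpin DNA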
# pCIP destab = p/CIP-EGFP fusion destabilizers, primary screen, fluorescence, F442A cells; actives 0.01% (n = 290,000); Q05BA5; decrease of EGFP signal, % at 10 µM; 16 h;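 active = EGFP signal decrease of at least 30% at 10 µM or well 3 SD below plate mean, unless failing retest; inactive = the rest, including hits failing retest or dose response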; also: some compounds called inactive have numbers as strong as hits; many of its hits are not listed in these tables
# Target sequence (Q05BA5 1-1403): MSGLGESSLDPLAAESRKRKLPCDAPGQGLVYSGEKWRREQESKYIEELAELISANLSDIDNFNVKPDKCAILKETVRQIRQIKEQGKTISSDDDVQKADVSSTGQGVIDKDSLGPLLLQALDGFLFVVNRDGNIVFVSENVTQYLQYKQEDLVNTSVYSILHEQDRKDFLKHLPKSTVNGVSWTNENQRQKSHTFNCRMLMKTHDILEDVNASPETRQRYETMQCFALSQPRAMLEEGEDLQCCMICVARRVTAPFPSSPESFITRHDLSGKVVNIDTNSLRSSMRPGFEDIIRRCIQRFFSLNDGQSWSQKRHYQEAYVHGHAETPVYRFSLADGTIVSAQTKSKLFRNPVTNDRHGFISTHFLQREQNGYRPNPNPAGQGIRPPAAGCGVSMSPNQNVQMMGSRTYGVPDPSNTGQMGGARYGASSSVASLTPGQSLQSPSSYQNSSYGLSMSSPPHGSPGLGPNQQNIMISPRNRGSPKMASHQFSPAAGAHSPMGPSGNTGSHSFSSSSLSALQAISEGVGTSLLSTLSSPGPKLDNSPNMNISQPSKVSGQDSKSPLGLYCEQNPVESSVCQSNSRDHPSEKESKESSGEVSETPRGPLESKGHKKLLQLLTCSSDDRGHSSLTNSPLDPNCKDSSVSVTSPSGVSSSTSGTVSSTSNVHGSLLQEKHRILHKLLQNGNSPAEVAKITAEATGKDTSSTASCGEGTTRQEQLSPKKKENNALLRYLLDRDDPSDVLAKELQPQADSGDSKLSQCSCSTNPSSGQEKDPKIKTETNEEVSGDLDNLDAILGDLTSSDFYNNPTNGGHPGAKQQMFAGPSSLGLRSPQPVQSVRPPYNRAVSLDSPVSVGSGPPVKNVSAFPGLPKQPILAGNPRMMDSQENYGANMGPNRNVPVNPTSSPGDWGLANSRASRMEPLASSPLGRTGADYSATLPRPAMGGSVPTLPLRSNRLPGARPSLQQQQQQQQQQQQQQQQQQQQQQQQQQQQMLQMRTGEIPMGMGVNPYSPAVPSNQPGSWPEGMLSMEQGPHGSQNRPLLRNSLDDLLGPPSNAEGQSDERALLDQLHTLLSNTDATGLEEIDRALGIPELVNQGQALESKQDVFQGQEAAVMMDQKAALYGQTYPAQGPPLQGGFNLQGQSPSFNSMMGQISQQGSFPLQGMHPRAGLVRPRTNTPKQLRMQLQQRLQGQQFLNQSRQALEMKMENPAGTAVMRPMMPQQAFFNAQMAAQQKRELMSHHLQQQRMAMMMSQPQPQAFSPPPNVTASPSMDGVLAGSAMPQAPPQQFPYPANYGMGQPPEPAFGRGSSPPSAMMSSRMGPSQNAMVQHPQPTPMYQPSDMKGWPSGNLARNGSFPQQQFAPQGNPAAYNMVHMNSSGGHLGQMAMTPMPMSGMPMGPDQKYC
# NS3 helicase inh = inhibitors of HCV NS3 helicase, primary screen, biochemical, Cy5 molecular beacon fluorescence. NS3 helicase DNA unwinding. inhibition, % at 10.9 µM. Hepatitis C virus NS3 helicase. actives 0.56% (n = 290,000). AID 1800, 2009;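 active = inhibition above the mean of all tested compounds plus 3 SD, set per campaign, cut at about 35% in these data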;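 also: 0% = DMSO wells and 100% = thioflavine S control wells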
#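 Assay system – hepatitis C virus NS3 helicase domain fragment enzyme · Buffer or medium – MOPS pH 6.5, MgCl2, DTT, Tween20, BSA · Reagent – Cy5/quencher beacon DNA duplex and ATP to start · Compound – single 10.9 µM dose · Timing – 1 h at 25 °C · Technique – Cy5 beacon fluorescence read at start and 1 h · Measure – % inhibition of unwinding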
# M18AAP inhibitor = PfM18AAP inhibitors, malaria aminopeptidase, primary screen, biochemical, QFRET, recombinant enzyme. H-Glu-NHMec fluorogenic cleavage. inhibition, % at 7.35 µM. actives 1.2% (n = 290,000);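 active = inhibition above the campaign mean inhibition over all tested compounds plus 3 SD, cut at about 28% in these data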;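 also: 0% = plate median of test compound wells and 100% = 2 mM ZnCl2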
# SUMO HTRF inh = inhibitors of in vitro SUMOylation cascade, primary screen, biochemical, HTRF, uHTS; inhibition, % at 35 µM; actives 0.36% (n = 290,000); SUMO-conjugating enzyme UBC9 (Homo sapiens), P63279; HTRF SUMOylation assay, SAE1/SAE2 + UBC9; in the data active = inhibition above about 50%, passing the limit was not always enough; also: strong numbers were not always called active
# VIM-2 inhibitor = VIM-2 metallo-beta-lactamase inhibitors, primary screen, biochemical, epi-absorbance readout, Pseudomonas aeruginosa enzyme; purified VIM-2, nitrocefin hydrolysis, epi-absorbance fluorescence; inhibition, % at 5.6 µM; actives 0.89% (n = 290,000);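 active = inhibition above the mean of all tested compounds plus 3 SD, cutoff set per screening run, cut at about 7.5% in these data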;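 also: red hydrolysis product quenches plate fluorescence so inhibitors raise well fluorescence; 0% = enzyme with DMSO and 100% = DMSO without enzyme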
# IDE inh = human IDE inhibitors in live cells, primary screen, fluorescence polarization, HEK cells, FAbetaB substrate. Insulin-degrading enzyme (Homo sapiens), P14735. FAbetaB cleavage. inhibition, % at 5.59 µM. actives 0.41% (n = 320,000). AID 434962, 2010;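 active = percent inhibition above the average of all tested compounds plus 3 SD, set per screening campaign, cut at about 16% in these data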;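 also: IDE supplied by intact live HEK cells; FP after avidin binding of uncleaved biotin substrate so inhibition keeps polarization high; 0% = DMSO wells and 100% = 60 µM reference IDE inhibitor Ii1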
# IDE act = human IDE activators in live cells, primary screen, fluorescence polarization, HEK cells, FAbeta-B substrate; Insulin-degrading enzyme (Homo sapiens), P14735; FAbeta-B cleavage; 0% vehicle, 100% cell-free pure enzyme wells; activation, % at 5.96 µM; actives 0.073% (n = 340,000); AID 493087, 2011;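 active = activation above the mean of all tested compounds plus 3 SD, set per screening campaign, cut at about 17% in these data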
# IMP-1 inhibitor = IMP-1 metallo-beta-lactamase inhibitors, primary screen, biochemical, epi-absorbance readout, Pseudomonas aeruginosa enzyme; metallo-beta-lactamase IMP-1 (Pseudomonas aeruginosa); purified IMP-1, nitrocefin hydrolysis, epi-absorbance fluorescence; inhibition, % at 5.6 µM; actives 0.45% (n = 290,000); AID 1556, 2009;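 active = inhibition above the mean plus 3 SD of all compounds in the same screening run, cut at about 4.5% in these data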;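 also: 0% = IMP-1 with DMSO and 100% = DMSO wells lacking enzyme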
#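 assay system = purified recombinant IMP-1 metallo-beta-lactamase enzyme | schedule = 15 min preincubation plus 25 min reaction at 25 °C | signal = Epi-absorbance fluorescence, 480 nm excitation, 530 nm emission | read-out basis = percent inhibition from optical density relative to buffer-blank wells | controls = IMP-1 with DMSO as 0%, enzyme-free DMSO as 100%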
# Active calls of the source: *; . = no result given.
1. Cc1ccc(OCc2nc(-c3ccc(Cl)cc3)n[nH]2)cc1
2. CC(=O)Nc1ccc(NC(=O)C(C)Sc2n[nH]c(=O)n2Cc2ccccc2)cc1 (stereo unspecified)
3. O=C(Nc1ccc(Nc2ccncc2)cc1)c1ccc(Nc2ccnc3ccc([N+](=O)[O-])cc23)cc1[N+](=O)[O-]
4. CCOC(=O)/C(C#N)=C/Nc1ccccc1OC
5. Cc1ccc(C)c(N(C(=O)c2csnn2)C(C(=O)NC2CCCCC2)c2ccccn2)c1 (stereo unspecified)
6. CCOC(=O)c1csc(N)n1
Compound	1	2	3	4	5	6
DNA FID counter	-4	-15	32	-3	-39	6
pCIP destab	-10	-8	-9	3	-3	-9
NS3 helicase inh	-11	-1	-30	0	12	2
M18AAP inhibitor	4	0	-2	-2	1	5
SUMO HTRF inh	12	-10	46	-6	2	14
VIM-2 inhibitor	-2.2	-1.4	1.9	1.2	-2.4	-1.9
IDE inh	5	-1	8	1	-3	-1
IDE act	-2	-1	-4	14	3	1
IMP-1 inhibitor	-2.9	-3.5	9.1*	-2.2	-2.8	-3.6

7. COc1ccc(-c2csc(NC(=O)C3=NN(c4ccccc4)C(=O)CC3)n2)cc1
8. Cc1cc(NC(=O)COC(=O)C2CC(=O)N(c3ccc(Cl)cc3)C2)no1 (stereo unspecified)
9. COC(=O)C(NC(C)=O)(Nc1ccc(Br)cn1)C(F)(F)F (stereo unspecified)
10. Nc1nc(NC(=O)c2cccc(S(=O)(=O)N3CCCCCC3)c2)nc(-c2ccccc2)n1
11. COc1ccc(CNC(=O)C(=O)c2cn(CC(=O)N3CCOCC3)c3ccccc23)cc1
12. COc1ccccc1OCCC(=O)N1CCN(c2ccccc2OC)CC1
Compound	7	8	9	10	11	12
DNA FID counter	-21	-16	-3	-10	-42	-34
pCIP destab	-8	-4	-9	-5	-8	-7
NS3 helicase inh	17	1	-1	-6	-6	8
M18AAP inhibitor	-10	-5	-5	-13	-7	-8
SUMO HTRF inh	-4	-1	21	13	9	13
VIM-2 inhibitor	0.1	-1.9	-0.7	0.7	-0.2	0.0
IDE inh	5	-1	2	-3	-1	-2
IDE act	-4	2	2	5	0	-8
IMP-1 inhibitor	-3.5	-2.7	-2.5	-2.6	-0.8	-1.8

# The last 4 records of the part above are carried over, then new ones follow:
9. COC(=O)C(NC(C)=O)(Nc1ccc(Br)cn1)C(F)(F)F (stereo unspecified)
10. Nc1nc(NC(=O)c2cccc(S(=O)(=O)N3CCCCCC3)c2)nc(-c2ccccc2)n1
11. COc1ccc(CNC(=O)C(=O)c2cn(CC(=O)N3CCOCC3)c3ccccc23)cc1
12. COc1ccccc1OCCC(=O)N1CCN(c2ccccc2OC)CC1
13. COc1ccc(CCNC(=O)C(=O)N2CCCC2)cc1OC
14. Cc1csc2ncnc(NNC(=O)c3ccc(Cl)cc3)c12
15. COc1ccc(C(=O)NC2c3ccccc3-c3ccccc32)cc1
16. C/C(=N/NC(N)=S)c1ccc(Br)s1
17. Cc1ccc(C(=O)COC(=O)c2cccc(NC(=O)c3ccc([N+](=O)[O-])cc3[N+](=O)[O-])c2)cc1
18. Cc1cccc(-n2ccnc2SCC(=O)Nc2cc(C)on2)c1
Compound	9	10	11	12	13	14	15	16	17	18
DNA FID counter	-3	-10	-42	-34	4	-3	-1	-2	7	-10
pCIP destab	-9	-5	-8	-7	-4	-15	-7	4	2	1
NS3 helicase inh	-1	-6	-6	8	-4	2	2	-5	0	-23
M18AAP inhibitor	-5	-13	-7	-8	-11	7	6	12	-2	-6
SUMO HTRF inh	21	13	9	13	12	15	10	3	-15	13
VIM-2 inhibitor	-0.7	0.7	-0.2	0.0	1.9	-3.9	-1.9	-2.5	-1.3	-1.1
IDE inh	2	-3	-1	-2	3	17*	1	-9	7	2
IDE act	2	5	0	-8	4	-1	1	-1	7	6
IMP-1 inhibitor	-2.5	-2.6	-0.8	-1.8	-3.7	-2.9	-2.6	-3.4	-0.4	0.0

19. COc1ccccc1/C=C/C(=O)c1cc(Br)ccc1OC(=O)c1ccco1
20. O=c1c(O[C@@H]2O[C@H](CO)[C@@H](O)[C@H](O)[C@H]2O)c(-c2ccc(O)c(O)c2)oc2cc(O)cc(O)c12
21. O=C(NCCO)c1ccc2c3n(nc2c1)-c1ccccc1CO3
22. COc1ccc(NC(=O)COC(=O)CC23CC4CC(CC(C4)C2)C3)c([N+](=O)[O-])c1
23. N#CC1=C(N)NC(SCC(=O)Nc2ccccc2)=C(C#N)C12CCCCC2
24. O=C(CSc1n[nH]c(=O)[nH]c1=O)N/N=C/C=C/c1ccccc1
25. Cc1c(NC(=O)C(C)OC(=O)c2cccc(S(=O)(=O)N(C)C)c2)c(=O)n(-c2ccccc2)n1C (stereo unspecified)
26. Cc1ccc(C(=O)N2CCN(c3cccc(Cl)c3)CC2)cc1C
27. O=c1[nH]c(SCc2ccccc2)nc2c1cnn2-c1ccc(F)cc1
Compound	19	20	21	22	23	24	25	26	27
DNA FID counter	-8	-4	.	-18	-2	-10	-9	-26	0
pCIP destab	.	-14	-9	-3	-22	-14	23	5	3
NS3 helicase inh	-11	7	.	-2	-8	23	6	-12	-16
M18AAP inhibitor	3	68*	.	-4	7	13	5	2	15
SUMO HTRF inh	.	6	13	-18	-33	2	-4	6	6
VIM-2 inhibitor	-0.2	-3.5	.	-4.4	-3.7	-2.4	-2.1	1.1	1.3
IDE inh	-7	.	0	-2	1	1	-1	-1	0
IDE act	5	.	4	-2	-2	6	6	3	-3
IMP-1 inhibitor	-4.1	-1.7	.	-3.7	-2.0	-2.9	-3.2	0.2	1.6

# 3 of the compounds above, with bars between the fields:
item | canonical_smiles | DNA FID counter | pCIP destab | NS3 helicase inh | M18AAP inhibitor | SUMO HTRF inh | VIM-2 inhibitor | IDE inh | IDE act | IMP-1 inhibitor
20 | O=c1c(O[C@@H]2O[C@H](CO)[C@@H](O)[C@H](O)[C@H]2O)c(-c2ccc(O)c(O)c2)oc2cc(O)cc(O)c12 | -4 | -14 | 7 | 68* | 6 | -3.5 | . | . | -1.7
21 | O=C(NCCO)c1ccc2c3n(nc2c1)-c1ccccc1CO3 | . | -9 | . | . | 13 | . | 0 | 4 | .
22 | COc1ccc(NC(=O)COC(=O)CC23CC4CC(CC(C4)C2)C3)c([N+](=O)[O-])c1 | -18 | -3 | -2 | -4 | -18 | -4.4 | -2 | -2 | -3.7
